Source: PubChem
DAGLB inh: diacylglycerol lipase beta (human) inhibition; actives 0.059% (n = 340,000); Q8NCG7; inhibition, % at 5.17 µM; AID 504411; HEK293T DAGLB membrane lysate, EnzChek fluorogenic substrate; in the data active means inhibition above about 34%;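 further: 0% = enzyme with vehicle and 100% = wells lacking enzyme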
C-LANA FP: blocks KSHV LANA C-terminal domain binding to DNA. inhibition, % at 9 µM. AID 504423. MBP-C-LANA/FAM-LBS DNA binding, fluorescence polarization. actives 0.078% (n = 340,000);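 active means highest replicate inhibition at or above 60% at 9 µM, even if other replicates fall short; inactive means all replicates below 60% inhibition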;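 further: 0% = neutral control wells and 100% = 4 µM acridine orange control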
CAL PDZ FP-1: blocks peptide binding to human CAL PDZ domain; Q9HD26; purified CAL PDZ, TMR-peptide fluorescence polarization, 1 h; inhibition, % at 20 µM; actives 0.02% (n = 330,000); AID 504414;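 active means highest replicate inhibition of at least 40%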;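 further: plate controls were DMSO neutral control wells for no effect and unlabeled competitor peptide control wells for full effect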
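Material – purified CerCALP PDZ construct · Detection – FP readout, S and P plane fluorescence · Measure – percent inhibition from loss of millipolarization · Controls – unlabelled peptide for full inhibition, DMSO wells as neutral · Probe or stimulus – TMR-labelled reporter peptide T*-PRC34 bound in PDZ groove · Times – 1 h at RT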
CAL PDZ FP-2: blocks peptide binding to the human CAL PDZ domain; inhibition, % at 24.9 µM; Q9HD26; purified CAL PDZ, TMR-peptide fluorescence polarization, 1 h; actives 0.92% (n = 300,000); AID 602252;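 active means mean inhibition of at least 30% with at least half of replicates also reaching 30%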;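 further: 0% = DMSO neutral control and 100% = excess unlabeled competitor peptide PRC23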
Arrestin-AP2 inh: inhibitors of human beta-arrestin and AP2 interaction | FITC-arrestin peptide / GST-AP2 beads, flow cytometry; AP2 beta2 appendage carries R879A mutation | inhibition, % at 10 µM | actives 0.31% (n = 340,000) | AID 504490;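 active means inhibition above a set limit, near 3 SD of compounds lacking own fluorescence, cut at about 54% in these data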;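 further: plate controls were DMSO wells for no effect and 5 µM unlabelled arrestin peptide for full effect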
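Material – AP2 appendage R879A on GSH beads · Buffer or medium – PBS with 0.05% Tween 20 and 0.1% BSA · Probe or stimulus – fluorescein-tagged arrestin peptide at 50 nM final · Incubation – compound with beads 12 min RT, then probe 1 h RT · Detection – high-throughput flow cytometry of beads, ex 488, em 535 nm · Evaluation – percent response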
Keap1 Nrf2 FP: inhibitors of human Keap1-Nrf2 protein-protein interaction | Keap1 Kelch-Nrf2 peptide fluorescence polarization, 1536-well | inhibition, % at 9.4 µM | actives 0.15% (n = 340,000) | AID 504523; in the data active means inhibition above about 12%;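 further: human Keap1 Kelch domain with fluorescein labeled Nrf2 9mer peptide probe; 0% = neutral control wells and 100% = peptide positive control; higher means more block of Keap1 binding to Nrf2 peptide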
Target sequence (Q14145 whole entry, looked up, the tested form may be a part): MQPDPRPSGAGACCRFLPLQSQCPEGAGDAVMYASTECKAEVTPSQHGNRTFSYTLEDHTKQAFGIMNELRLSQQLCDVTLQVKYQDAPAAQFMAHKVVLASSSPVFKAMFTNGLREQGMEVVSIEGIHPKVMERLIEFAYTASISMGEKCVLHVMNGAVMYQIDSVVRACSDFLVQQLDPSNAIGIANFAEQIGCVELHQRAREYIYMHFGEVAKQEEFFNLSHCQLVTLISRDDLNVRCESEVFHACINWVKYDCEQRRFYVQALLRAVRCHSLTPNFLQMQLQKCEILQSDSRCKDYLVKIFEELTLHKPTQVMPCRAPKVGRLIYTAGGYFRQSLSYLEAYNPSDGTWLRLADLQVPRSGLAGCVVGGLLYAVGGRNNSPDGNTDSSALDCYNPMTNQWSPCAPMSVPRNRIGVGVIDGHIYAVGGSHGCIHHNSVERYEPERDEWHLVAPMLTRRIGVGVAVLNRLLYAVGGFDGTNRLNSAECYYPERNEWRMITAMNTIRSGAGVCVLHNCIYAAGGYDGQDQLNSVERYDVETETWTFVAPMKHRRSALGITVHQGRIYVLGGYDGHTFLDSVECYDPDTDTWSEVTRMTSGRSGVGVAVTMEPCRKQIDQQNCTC
Cardiac RTF inh: cardiac RTF calcium desensitization; IANBD-labeled cardiac RTF, Ca2+ fluorescence; inhibition, % at 7.15 µM; actives 0.12% (n = 340,000);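 active means inhibition above the mean inhibition of all tested compounds plus 3 SD, cut at about 17% in these data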;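 further: assay run at fixed EC70 calcium of 1.6 mM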
V-ATPase pH: alters yeast V-ATPase proton transport; actives 0.37% (n = 350,000); S. cerevisiae, pHLuorin cytosolic pH fluorescence; response, % at 10 µM; in the data active means response mostly above about 7.3%, no sharp cut-off; inactive means mostly below about 5.4%; further: actives read high; inactives centre near 0; some compounds called inactive have numbers as strong as hits
NSD2 inh: inhibitors of human histone methyltransferase NSD2. actives 0.54% (n = 310,000). inhibition, % at 12.5 µM. O96028. AID 743445. NSD2 peptide methylation, AlphaScreen, 120 min; in the data active means inhibition above about 50%
Pemphigus Ab inh: blocks pemphigus antibody binding to human desmoglein-3; P32926; DSG3-coupled beads, scFv-anti-DSG3-GFP binding, flow cytometry; active compounds read low; binding (percent of control), % at 10 µM; actives 0.48% (n = 310,000);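 active means binding more than 3 SD below its plate's average and above zero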;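 further: hits lower antibody fragment binding to DSG3; some compounds called inactive have numbers as strong as hits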
* hit, by the source's call; i = inactive; . = no result given. This is a subset, so the mix of outcomes need not match the whole.

SMILES	DAGLB inh	C-LANA FP	CAL PDZ FP-1	CAL PDZ FP-2	Arrestin-AP2 inh	Keap1 Nrf2 FP	Cardiac RTF inh	V-ATPase pH	NSD2 inh	Pemphigus Ab inh
Cc1ccc(C)c(-n2nnnc2SCC(=O)NNC(=O)c2ccco2)c1	2.4	-1.0	-0.1	.	23.3	-6.4	-4.1	1.7	-5.7	97.8
CCC(C)(C)NC(=O)C(c1cccc(OC)c1OC)N(Cc1ccc(OC)cc1)C(=O)CCC(=O)Nc1cc(C)on1 (configuration not stated)	1.1	-1.2	-2.1	0.2	-1.4	-1.6	3.0	1.2	1.4	101.0
COC(=O)c1ccc(NC(=O)CN2CCN(c3ccccc3C)CC2)cc1	-12.0	1.5	-0.9	-2.3	34.8	-4.4	7.7	-0.8	3.3	102.2
CNC(=O)c1cc(C(=O)c2ccc(Cl)cc2)c(Br)[nH]1	2.3	-0.8	-1.4	-6.0	0.6	-3.4	-0.8	4.7	-0.1	101.0
COc1ccccc1N1CCN(C(=O)c2cccc(S(=O)(=O)N3CCCCCC3)c2)CC1	-3.6	2.5	-4.7	-4.3	-3.0	-2.0	-6.2	3.9	-0.3	79.6
Cc1cc2cc3c(cc2nc1SCC(=O)OC(C)C)OCO3	-10.9	-0.6	-2.6	2.7	25.3	-2.4	-8.8	6.0	.	67.7
COc1ccccc1C(=O)NC(=O)COC(=O)c1cnc(C)cn1	-0.5	0.7	-3.5	0.1	7.4	6.7	-10.3	-1.0	-1.4	101.7
CC1(C)c2[nH]c3ccccc3c2C[C@@H]2C(=O)N(c3ccc(F)cc3F)C(=O)N21	3.4	-0.2	0.3	-2.8	3.9	-6.7	-13.4	2.1	.	105.5
CCOc1[nH]n(-c2ccc(Cl)cc2)c(=O)c1C=Nc1ccc(Cl)cc1	2.1	-0.2	.	-3.3	-5.2	-4.6	-2.4	3.4	.	106.1
O=C(COC(=O)c1ccc(F)cc1)NCC1COc2ccccc2O1 (configuration not stated)	-2.5	-1.4	-1.4	0.0	3.7	-4.9	-6.8	2.3	-0.2	.
CCCCNC(=O)CSc1nc(O)c(Cc2ccc(OC)cc2)c(=O)[nH]1	2.6	0.3	-3.3	-2.2	-2.3	4.3	-7.1	1.4	-0.3	101.4
O=C(NCc1ccc2c(c1)OCO2)c1c(-c2ccsc2)sc2ccccc12	-4.6	2.1	-1.4	-2.6	0.6	0.0	7.0	-0.8	.	103.1
CCOC(=O)Cn1c(=O)c(-c2cc(Br)ccc2N)nc2ccccc21	-0.6	-2.2	-0.8	-0.9	-5.1	2.4	-5.0	31.2*	.	i
O=C(Nc1ccc(S(=O)(=O)N2CCCC2)cc1)C1CCCCC1	0.7	0.6	-2.3	-0.6	3.3	3.7	11.0	0.3	-0.4	112.2
CCOc1ccc(NC(=O)c2cccc3ccccc23)cc1	-4.0	2.1	-0.1	-0.9	-4.8	2.1	-4.0	-1.4	-0.2	122.6
C=C1CC[C@@H]2[C@](C)(CO)[C@H](O)CC[C@@]2(C)[C@@H]1C/C=C1/C(=O)OCC1O (some centres not stated)	3.6	-2.0	0.7	2.4	6.8	-2.7	-4.6	-6.8	.	.
CCOC(=O)c1c(C)[nH]c(C)c1S(=O)(=O)N(C)CC(=O)Nc1cccc(C)c1	-2.1	0.6	-3.0	-4.6	-8.6	-3.1	6.4	-0.7	2.5	103.4
O=C(CSc1ccccc1)Nc1ccc(C(=O)Nc2ccc(O)cc2)cc1	4.3	2.5	-0.3	1.5	16.6	0.2	-3.1	-0.5	-5.9	95.9
COc1ccc(C(=O)OCC(=O)NC(=O)NC2CCCC2)c(O)c1	0.5	-0.3	-0.8	-4.5	18.6	1.2	1.2	1.6	-0.3	.
CCOc1ccc(NC(=O)CN(C)C(=O)c2ccc(N3CCCCCC3)c([N+](=O)[O-])c2)cc1OCC	7.1	-0.7	-0.7	.	6.0	-1.9	-6.5	3.9	12.3	101.4
O=C1c2ccccc2C(=O)N1CCCCN(C(=O)c1cc([N+](=O)[O-])cc([N+](=O)[O-])c1)c1ccc(Cl)cc1	-2.9	-0.6	1.3	0.9	5.8	-3.7	-0.3	-4.8	-0.8	112.1
Cc1cc(C)cc(NC(=O)C2(c3ccccc3)CC2(Cl)Cl)c1 (configuration not stated)	-8.3	0.1	-2.2	-2.0	24.1	-0.8	1.5	-3.5	-0.8	96.0
O=C(COC(=O)c1cc2ccccc2o1)c1ccccc1	-10.0	0.3	-0.8	-0.8	3.0	0.7	-3.5	1.5	0.0	104.8
CC(=O)Nc1ccc(NC(=O)CSc2nnc(C)c(=O)[nH]2)cc1	-0.7	2.7	-2.4	0.4	-6.2	2.7	4.2	-5.1	0.4	84.2
O=C(C1CC1)N1CCCC(c2ccc(Cl)cc2)=N1	-12.3	1.3	-1.2	-2.2	4.8	5.1	-16.1	1.8	.	100.8
CCC1Oc2ccccc2N(CC(=O)N2CCOCC2)C1=O (configuration not stated)	0.3	-0.2	-3.5	-3.8	3.9	-1.0	-24.4	-3.0	-3.2	103.4
COc1ccc(Br)cc1C(=O)Nc1cccc(C)c1C	-1.7	0.2	-1.6	-2.2	12.4	-2.8	7.6	-4.0	0.0	77.0
COc1cc(C(=O)NCC(=O)Nc2ccc(F)c(F)c2)ccc1OCC(=O)N1CCOCC1	2.2	1.9	-0.4	-0.8	20.9	-4.5	-25.1	4.6	-0.4	102.4
O=C(NCc1ccco1)c1cccc(N2CCCC2=O)c1	4.6	-0.9	-1.8	-1.7	17.2	-0.8	-12.5	2.2	-0.1	94.3
O=C(Cn1ccc2ccccc2c1=O)NCC(=O)N1CCN(c2ccccc2F)CC1	0.3	1.5	-1.8	-7.1	-9.6	2.2	3.8	-1.6	-9.5	.
O=C(Cn1c(N2CCN(c3ccccc3)CC2)nc2ccccc21)c1ccccc1	-2.4	-1.4	-1.1	-4.4	-8.9	-2.8	3.0	1.7	.	110.0
COCCn1nnnc1C(C(C)C)N1CCC(Cc2ccccc2)CC1 (configuration not stated)	-1.8	-2.2	-1.7	-0.2	20.9	-4.9	4.5	0.0	-3.5	87.4
CC1Cc2ccccc2N1C(=O)CN1CCN(S(=O)(=O)c2cccs2)CC1 (configuration not stated)	-3.5	-0.7	-1.9	-3.8	-1.1	-1.9	-7.4	2.1	1.8	100.9
CCOC(=O)c1csc(-c2ccc([N+](=O)[O-])cc2)n1	2.7	0.8	-0.7	2.3	12.4	0.0	13.3	-0.6	-2.4	.
Cc1[nH]c2ccccc2c1C(=O)COC(=O)c1ccc2c(=O)n3c(nc2c1)CCC3	1.1	2.9	-4.2	1.0	34.5	0.7	1.2	1.3	1.6	101.5
COc1ccc(CNC(=O)COC(=O)c2ccccn2)cc1	1.4	-1.5	-1.3	1.5	12.2	-5.6	-6.3	7.3	-2.3	105.7
Fc1ccc(C2=Nc3cccc4cccc(c34)N2)cc1	-3.5	1.3	-1.3	-2.6	28.6	-7.4	6.0	1.1	4.4	77.7
Cc1cc(C(=O)OCC(=O)Nc2ccc(S(N)(=O)=O)cc2)c2ccccc2n1	-2.6	-0.5	-5.1	6.3	39.6	2.0	-9.4	3.0	0.0	105.6
CC(NC(=S)Nc1ccc(Cl)cc1)C(c1ccccc1)N1CCOCC1 (configuration not stated)	1.0	1.4	-2.1	-0.1	9.9	-3.8	-19.7	4.6	0.6	102.4
Cn1c(SCC(=O)N2CCOCC2)nnc1-c1cccc(NC(=O)c2ccccc2)c1	-1.8	-2.1	-0.5	-0.5	-1.5	0.0	-3.6	-1.2	1.3	104.0

Seven structures from above, ordered by molar mass, rising:
SMILES	DAGLB inh	C-LANA FP	CAL PDZ FP-1	CAL PDZ FP-2	Arrestin-AP2 inh	Keap1 Nrf2 FP	Cardiac RTF inh	V-ATPase pH	NSD2 inh	Pemphigus Ab inh
O=C(NCc1ccco1)c1cccc(N2CCCC2=O)c1	4.6	-0.9	-1.8	-1.7	17.2	-0.8	-12.5	2.2	-0.1	94.3
CCOc1ccc(NC(=O)c2cccc3ccccc23)cc1	-4.0	2.1	-0.1	-0.9	-4.8	2.1	-4.0	-1.4	-0.2	122.6
COc1ccc(Br)cc1C(=O)Nc1cccc(C)c1C	-1.7	0.2	-1.6	-2.2	12.4	-2.8	7.6	-4.0	0.0	77.0
Cc1ccc(C)c(-n2nnnc2SCC(=O)NNC(=O)c2ccco2)c1	2.4	-1.0	-0.1	.	23.3	-6.4	-4.1	1.7	-5.7	97.8
O=C(Cn1c(N2CCN(c3ccccc3)CC2)nc2ccccc21)c1ccccc1	-2.4	-1.4	-1.1	-4.4	-8.9	-2.8	3.0	1.7	.	110.0
Cc1[nH]c2ccccc2c1C(=O)COC(=O)c1ccc2c(=O)n3c(nc2c1)CCC3	1.1	2.9	-4.2	1.0	34.5	0.7	1.2	1.3	1.6	101.5
CCC(C)(C)NC(=O)C(c1cccc(OC)c1OC)N(Cc1ccc(OC)cc1)C(=O)CCC(=O)Nc1cc(C)on1 (configuration not stated)	1.1	-1.2	-2.1	0.2	-1.4	-1.6	3.0	1.2	1.4	101.0

(cont.)
SMILES	DAGLB inh	C-LANA FP	CAL PDZ FP-1	CAL PDZ FP-2	Arrestin-AP2 inh	Keap1 Nrf2 FP	Cardiac RTF inh	V-ATPase pH	NSD2 inh	Pemphigus Ab inh
O=C(CN1CCN(c2ccc(F)cc2)CC1)NCc1cccs1	-4.0	-0.9	-0.3	-4.4	6.1	-4.0	-3.7	4.0	16.7	92.8
CCCC(=O)Nc1ccc2oc(=O)ccc2c1	0.5	-0.5	-2.1	4.7	-6.0	-2.7	-5.1	2.6	-2.8	103.4
O=[N+]([O-])c1ccccc1COc1ccc(Cl)c2cccnc12	-2.3	-0.1	0.2	-1.0	8.8	-2.7	-10.2	-0.1	-2.1	113.1
CCOC(=O)CC1C(=O)NCCN1S(=O)(=O)c1ccc(Cl)c(Cl)c1 (configuration not stated)	-0.7	0.4	-0.9	-2.7	18.1	-0.5	0.8	-1.1	-0.5	.
O=C(NCc1ccc2c(c1)OCO2)c1cccs1	-0.1	-1.7	.	-1.8	2.1	-6.3	0.4	1.9	1.8	93.3
CCN1C(=O)c2cccc3c(NC(=O)C4CCCCC4)ccc1c23	0.0	-1.7	-0.4	-1.2	-6.2	-8.8	-3.6	3.5	.	100.5
C=CCOc1ccccc1CN1CCC(Cc2ccccc2)CC1	-3.0	-0.2	-0.8	.	-0.3	-4.3	3.2	1.7	2.2	98.1
COc1ccc(S(=O)(=O)N(C)CC(=O)NCc2ccc3c(c2)OCO3)cc1	-0.1	0.4	-3.0	4.1	-2.2	4.2	-12.3	1.6	4.7	.
C=C(C)c1cccc(C(C)(C)NC(=O)NC2CC(C)(C)NC(C)(C)C2)c1	0.2	1.1	-1.2	-3.1	7.6	-1.7	-4.0	-4.5	.	104.3
COc1ccc(/C=N/Nc2cc(OC)ncn2)cc1	2.3	1.4	-4.0	-3.2	33.2	-4.9	-2.4	-0.8	-0.1	102.2
